M17LAP inhibition – P. falciparum M17LAP inhibitors, primary screen, biochemical, fluorogenic H-Leu-NHMec substrate, 1536-well (AID 1619); Leucine aminopeptidase (Plasmodium falciparum (isolate 3D7)); recombinant M17LAP, H-Leu-NHMec fluorogenic kinetic assay; higher % means a stronger effect; one-dose inhibition, % at 30 µM; IC50 in µM for titrated hits; hit rate 0.38% among 220,000;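 active = compound inhibiting the enzyme by more than half at any dose during confirmatory dose-response retesting; inconclusive = strong single-dose inhibitors picked by rank but not retested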;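 note: plate controls were full reaction with DMSO carrier for no effect and no enzyme background for full effect; strong numbers were not always called active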
human PMI inhibitors – human PMI inhibitors, high substrate, primary screen, biochemical, fluorescence intensity, high mannose 6-phosphate (AID 1220) | Mannose-6-phosphate isomerase (Homo sapiens) | recombinant PMI enzyme, coupled fluorescence intensity; higher % means a stronger effect | inhibition, % at 20 µM; hits with a dose series show IC50 in µM | hit rate 0.66% among 190,000; in the data active = inhibition above about 50%
West Nile virus CPE – West Nile virus antiviral activity, cell-based, CPE readout (AID 1621) | West Nile virus-infected cells, CPE inhibition; higher % means a stronger effect | hit rate 0.02% among 290,000 | CPE inhibition, % at 10 µM; hits with a dose series show IC50 in µM; in the data active = a potency from the dose series; inconclusive = CPE inhibition mostly from about 3.7% at the one dose, without a potency; inactive = the rest, 99 in 100 with CPE inhibition below about 2.2%; note: strong numbers were not always called active
SIAH1 antagonists – Siah-1 peptide-binding antagonists, primary screen, biochemical, fluorescence polarization, rhodamine-plectin, uHTS (AID 1817); E3 ubiquitin-protein ligase SIAH1 (Homo sapiens); Siah-1 / rhodamine-plectin peptide fluorescence polarization; higher % means a stronger effect; displacement, % at 20 µM; hits with a dose series show IC50 in µM; hit rate 0.02% among 290,000;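 active = displacement of at least 50% at 20 µM, with a fluorescence ratio check between 0.3 and a set limit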;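 note: plate controls were Siah plus tracer with DMSO for no effect and tracer alone without Siah for full effect; strong numbers were not always called active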
CSM14.1 death rescue – rescue of cells from ER stress-induced death, primary screen, 384-well, CSM14.1, thapsigargin, ATP luminescence (AID 1222); CSM14.1 thapsigargin-induced death rescue, ATP luminescence; higher % means a stronger effect; 190,000 tested, under 10 active; cellular ATP content (survival), % at 20 µM, or EC50 in µM where a hit was titrated;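 active = EC50 below 50 µM in the dose-response confirmation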;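 note: death triggered by thapsigargin at about 15 µM added after 2 h compound pretreatment; cell ATP read after overnight thapsigargin exposure of roughly 18 to 22 hours; normalized against plate controls of thapsigargin alone and 5% DMSO vehicle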
Salmonella PhoP GFP – inhibitors of PhoP regulon expression, primary screen, Salmonella Typhimurium, GFP reporter (AID 1863). S. Typhimurium PhoP-regulated promoter GFP reporter, 4 h; higher % means a stronger effect. inhibition, % at 50 µM, or IC50 in µM where a hit was titrated. hit rate 0.16% among 300,000;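 active = inhibition over 29.93%, a cutoff 3 SD above the screen mean, later confirmed by dose response; inconclusive = inhibition over 29.93% but no dose response follow-up; inactive = inhibition at most 29.93% or unconfirmed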;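 note: 0% = low Mg2+ inducing control and 100% = high Mg2+ repressing control; strong numbers were not always called active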
M1AAP inhibition – P. falciparum M1AAP inhibitors, biochemical, fluorogenic H-Leu-NHMec substrate, 1536-well (AID 1445). Aminopeptidase N (Plasmodium falciparum (isolate 3D7)). recombinant M1AAP, H-Leu-NHMec fluorogenic kinetic assay; higher % means a stronger effect. inhibition, % at 30 µM; hits with a dose series show IC50 in µM. hit rate 0.42% among 220,000;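 active = primary inhibition above the hit cutoff, then over 50% inhibition at one or more dose response concentrations, cut at about 23% in these data, passing the limit was not always enough; inconclusive = conflicting primary data, or primary hits not chosen for dose response; inactive = low primary inhibition, or under 50% at every dose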;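 note: plate controls were DMSO full reaction for no effect and no enzyme background for full effect; strong numbers were not always called active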
XIAP displacement – XIAP antagonists, biochemical, IAP family, fluorescence polarization (AID 1018). E3 ubiquitin-protein ligase XIAP (Homo sapiens). XIAP BIR domain, fluorescence polarization peptide displacement; higher % means a stronger effect. displacement, % at 20 µM, or IC50 in µM where a hit was titrated. hit rate 0.007% among 200,000; in the data active = displacement above about 50%; note: a part of the inactive calls stands beside numbers as strong as those of hits
Yfh1-off respiration – enhancers of respiration in Yfh1-depleted yeast, dose response, Friedreich's ataxia, plus single-dose screen (AID 1465); one-dose fold induction at 50 µM; EC50 in µM for titrated hits; hit rate 0.074% among 220,000; S. cerevisiae Yfh1-off respiration, WST-1 reduction, 72 h; higher fold induction means a stronger effect;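 active = fold induction of absorbance versus untreated yeast above a set limit, then at least 30% activation at any dose in follow-up; inconclusive = repeats straddling the limit, or above it without dose testing; inactive = fold induction below the set limit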;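 note: activators that raise dye reduction in frataxin-depleted yeast; strong numbers were not always called active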
* marks the source's active call; other numbers are inactive results.

Screening CC1(C)CC(=O)C(N=Nc2ccc(-c3ccccc3)cc2)=C(O)C1 returned M17LAP inhibition -3%, human PMI inhibitors -9%, West Nile virus CPE -1.3%, SIAH1 antagonists 4%, CSM14.1 death rescue -0.1%, Salmonella PhoP GFP 16%, M1AAP inhibition -7%, XIAP displacement -4.0% and Yfh1-off respiration inactive.
For COc1cccc(-c2cn3nc(C)c(C)nc3n2)c1 the results were M17LAP inhibition 2%, human PMI inhibitors -110%, West Nile virus CPE -0.3%, SIAH1 antagonists -6%, CSM14.1 death rescue -1.0%, Salmonella PhoP GFP -7%, M1AAP inhibition 9%, XIAP displacement -0.6% and Yfh1-off respiration inactive.
`Cc1ccc2cc(CN(CCCN(C)C)C(=S)NCc3ccccc3)c(=O)[nH]c2c1C` gave M17LAP inhibition 6%, human PMI inhibitors 14%, West Nile virus CPE inconclusive, SIAH1 antagonists -5%, CSM14.1 death rescue -3.2%, Salmonella PhoP GFP -7%, M1AAP inhibition 10%, XIAP displacement -3.0% and Yfh1-off respiration inactive.
CC(=O)c1cc2c(cc1NC(=O)CN1CCCCC1C)OCO2 (stereo unspecified) was read as M17LAP inhibition 9%, human PMI inhibitors -3%, West Nile virus CPE -0.5%, SIAH1 antagonists 5%, CSM14.1 death rescue 0.7%, Salmonella PhoP GFP 10%, M1AAP inhibition 9%, XIAP displacement -3.6% and Yfh1-off respiration inactive.
Screening COC(=O)CS(=O)(=O)c1cc(Br)cc2c1N(C(C)=O)CC2 returned M17LAP inhibition -8%, human PMI inhibitors 10%, West Nile virus CPE -0.1%, SIAH1 antagonists 4%, CSM14.1 death rescue -1.6%, Salmonella PhoP GFP -3%, M1AAP inhibition -2%, XIAP displacement -3.9% and Yfh1-off respiration inactive.
For C/C(NC(=O)c1cccc(F)c1)=C1/C(=O)C[C@@H]2[C@H]1C2(C)C the results were M17LAP inhibition -4%, human PMI inhibitors -3%, West Nile virus CPE 0.6%, SIAH1 antagonists -3%, CSM14.1 death rescue -1.5%, Salmonella PhoP GFP 21%, M1AAP inhibition 0%, XIAP displacement -7.1% and Yfh1-off respiration inactive.
`O=C(O)c1ccc(-c2nc(-c3cccc(C(F)(F)F)c3)cs2)cc1` gave M17LAP inhibition -4%, human PMI inhibitors -4%, West Nile virus CPE 0.0%, SIAH1 antagonists 20%, Salmonella PhoP GFP 4%, M1AAP inhibition -2%, XIAP displacement -6.0% and Yfh1-off respiration inactive.
O=C(c1ccc(Cl)c(S(=O)(=O)N2CCCCCC2)c1)N1CCN(CCO)CC1 was read as M17LAP inhibition -7%, human PMI inhibitors -6%, West Nile virus CPE -0.6%, SIAH1 antagonists -1%, CSM14.1 death rescue 5.6%, Salmonella PhoP GFP -6%, M1AAP inhibition 6%, XIAP displacement -5.1% and Yfh1-off respiration inactive.
Screening C[C@@H]1Cc2c(O)c(O)cc(O)c2C(=O)O1 returned M17LAP inhibition 2%, West Nile virus CPE 0.2%, SIAH1 antagonists -4%, Salmonella PhoP GFP 3%, M1AAP inhibition -3% and Yfh1-off respiration inactive.
`CCOC(=O)/C(C#N)=C/c1ccc(OCC(=O)Nc2ccc(OC)cc2)c(OC)c1` gave M17LAP inhibition -1%, human PMI inhibitors 8%, West Nile virus CPE -0.5%, SIAH1 antagonists -4%, CSM14.1 death rescue -1.5%, Salmonella PhoP GFP 4%, M1AAP inhibition -1%, XIAP displacement -4.4% and Yfh1-off respiration inactive.
For CCCCC/S(CC1CC1(Cl)Cl)=N\S(=O)(=O)c1ccc(C)cc1 (stereo unspecified) the results were M17LAP inhibition -2%, human PMI inhibitors -9%, West Nile virus CPE -0.7%, SIAH1 antagonists 8%, CSM14.1 death rescue 0.4%, Salmonella PhoP GFP 3%, M1AAP inhibition -1%, XIAP displacement -4.0% and Yfh1-off respiration inactive.
For Cc1occc1-c1nnc(SCC(=O)c2ccc(F)cc2)n1Cc1ccco1 the results were M17LAP inhibition 11%, human PMI inhibitors -17%, West Nile virus CPE 0.5%, SIAH1 antagonists -3%, CSM14.1 death rescue -2.3%, Salmonella PhoP GFP -10%, M1AAP inhibition 4% and XIAP displacement -0.9%.
`CCOc1ccc(N2CCc3c(C)nc(SC)nc32)cc1` gave M17LAP inhibition 5%, human PMI inhibitors -7%, West Nile virus CPE -1.3%, SIAH1 antagonists 4%, CSM14.1 death rescue 0.7%, Salmonella PhoP GFP -1%, M1AAP inhibition 9%, XIAP displacement -5.3% and Yfh1-off respiration inactive.
COCCN1Cc2c(sc(C)c2C)N(C(=O)c2ccccc2)C1 was read as M17LAP inhibition 3%, human PMI inhibitors 11%, West Nile virus CPE -0.2%, SIAH1 antagonists 3%, CSM14.1 death rescue 0.2%, Salmonella PhoP GFP 5%, M1AAP inhibition 13%, XIAP displacement -1.5% and Yfh1-off respiration inactive.
Screening COc1ccc(/C=C/C2=NC(=C\N(C)C)/C(=O)O2)cc1 returned M17LAP inhibition -1%, human PMI inhibitors 5%, West Nile virus CPE 0.3%, SIAH1 antagonists -1%, CSM14.1 death rescue -1.4%, Salmonella PhoP GFP -11%, M1AAP inhibition -2%, XIAP displacement -1.8% and Yfh1-off respiration inactive.
For CCOc1nc(NCc2ccco2)nc(Nc2ccc(OC)cc2)n1 the results were M17LAP inhibition 9%, human PMI inhibitors 8%, West Nile virus CPE -0.4%, SIAH1 antagonists -2%, CSM14.1 death rescue -1.0%, Salmonella PhoP GFP 3%, M1AAP inhibition 4%, XIAP displacement -2.0% and Yfh1-off respiration inactive.
`Cc1ccc2nc(-c3ccc(N4C(=O)CC(N5CCC(C(N)=O)CC5)C4=O)cc3)sc2c1` (stereo unspecified) gave M17LAP inhibition 4%, human PMI inhibitors 7%, West Nile virus CPE 0.1%, SIAH1 antagonists 3%, CSM14.1 death rescue -3.9%, Salmonella PhoP GFP -10%, M1AAP inhibition 5%, XIAP displacement -3.0% and Yfh1-off respiration inactive.
`CCN(C(=O)COc1cc(=O)n(C)c2ccccc12)c1cccc(Cl)c1` gave M17LAP inhibition 0%, human PMI inhibitors -5%, West Nile virus CPE -0.4%, SIAH1 antagonists 2%, CSM14.1 death rescue 13%, Salmonella PhoP GFP -1%, M1AAP inhibition 8%, XIAP displacement -9.5% and Yfh1-off respiration inactive.
COc1ccc(CCNC(=O)COc2ccc(N(C)S(=O)(=O)c3ccc(C)cc3)cc2)cc1 was read as M17LAP inhibition -6%, human PMI inhibitors -4%, West Nile virus CPE -1.5%, SIAH1 antagonists 2%, CSM14.1 death rescue -2.3%, Salmonella PhoP GFP -5%, M1AAP inhibition -4%, XIAP displacement -3.4% and Yfh1-off respiration inactive.
For CCOC(=O)c1ccc(NC(=O)Nc2cccc(C)n2)cc1 the results were M17LAP inhibition -5%, human PMI inhibitors -4%, West Nile virus CPE 0.0%, SIAH1 antagonists 7%, CSM14.1 death rescue -0.7%, Salmonella PhoP GFP 6%, M1AAP inhibition 1%, XIAP displacement -1.8% and Yfh1-off respiration inactive.
`CCOc1cc(C(=O)Nc2ccc(S(=O)(=O)Nc3cc(C)on3)cc2)cc(OCC)c1OCC` gave M17LAP inhibition -11%, human PMI inhibitors 3%, SIAH1 antagonists -1%, CSM14.1 death rescue -1.1%, Salmonella PhoP GFP 2%, M1AAP inhibition 1% and XIAP displacement -5.2%.
`COCC(C)n1c(SCC(=O)c2cc(C)n(C)c2C)nc2ccccc2c1=O` (stereo unspecified) gave M17LAP inhibition 2%, human PMI inhibitors 2%, West Nile virus CPE -0.9%, SIAH1 antagonists -8%, CSM14.1 death rescue 3.0%, Salmonella PhoP GFP -6%, M1AAP inhibition 8%, XIAP displacement -6.0% and Yfh1-off respiration inactive.
For C/C(=C\c1ccccc1)CN1CCC(C(=O)N2CCCCC2)CC1 the results were M17LAP inhibition 9%, human PMI inhibitors 4%, West Nile virus CPE -0.5%, SIAH1 antagonists 4%, CSM14.1 death rescue 6.1%, Salmonella PhoP GFP -5%, M1AAP inhibition 0%, XIAP displacement -2.7% and Yfh1-off respiration inactive.
For CCc1nnc2sc(-c3cc(-c4ccccc4)nc4ccccc34)nn12 the results were M17LAP inhibition -6%, human PMI inhibitors 6%, West Nile virus CPE 0.4%, SIAH1 antagonists 1%, CSM14.1 death rescue 9.3%, Salmonella PhoP GFP 3%, M1AAP inhibition 4%, XIAP displacement -5.1% and Yfh1-off respiration inactive.
Screening O=C(NCc1ccncc1)Nc1ccc(Cl)cc1Cl returned M17LAP inhibition 3%, human PMI inhibitors 2%, West Nile virus CPE -0.1%, SIAH1 antagonists -6%, CSM14.1 death rescue -0.4%, Salmonella PhoP GFP 10%, M1AAP inhibition -1%, XIAP displacement -6.9% and Yfh1-off respiration inactive.
Screening Cc1ccc(C(=O)Nc2cccc(C(=O)NCc3ccccc3)c2)cc1 returned M17LAP inhibition -4%, human PMI inhibitors 7%, West Nile virus CPE -0.5%, SIAH1 antagonists 0%, CSM14.1 death rescue -1.8%, Salmonella PhoP GFP -10%, M1AAP inhibition 5%, XIAP displacement -7.6% and Yfh1-off respiration inactive.
For CC(=O)c1sc2nc(-c3ccco3)ccc2c1N the results were M17LAP inhibition 19%, West Nile virus CPE -0.1%, SIAH1 antagonists 14%, Salmonella PhoP GFP -17%, M1AAP inhibition 12% and Yfh1-off respiration inactive.
For COc1ccc(-c2cc(C(=O)Nc3ccccc3SC)no2)cc1OC the results were M17LAP inhibition 3%, human PMI inhibitors 0%, West Nile virus CPE 0.2%, SIAH1 antagonists -2%, CSM14.1 death rescue 0.0%, Salmonella PhoP GFP -5%, M1AAP inhibition 5%, XIAP displacement 0.6% and Yfh1-off respiration inactive.
For O=C(CSc1ccsc1[N+](=O)[O-])Nc1cccc(F)c1 the results were M17LAP inhibition 0%, human PMI inhibitors 12%, West Nile virus CPE -1.0%, SIAH1 antagonists 11%, CSM14.1 death rescue 0.2%, Salmonella PhoP GFP -7%, M1AAP inhibition 10%, XIAP displacement 1.9% and Yfh1-off respiration inactive.
`CCCN1CCc2c(sc(NC(=S)NC(=O)c3ccccc3)c2C#N)C1` gave M17LAP inhibition 0%, human PMI inhibitors -97%, West Nile virus CPE 0.5%, SIAH1 antagonists -3%, CSM14.1 death rescue -3.3%, Salmonella PhoP GFP 1%, M1AAP inhibition 4%, XIAP displacement -3.1% and Yfh1-off respiration inactive.

Screening results: PubChem BioAssay, several laboratories
